Screening results: PubChem, several laboratories
Rpn11 inh = Rpn11 (human) deubiquitinase inhibition; calls only at 20 µM; human 26S proteasome, Ub4-pepOG fluorescence polarization; 20S core pre-blocked with epoxomicin; 360,000 compounds, 0.59% hits;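 active = inhibition at 20 µM, scaled to each plate's controls, above about 33%, limit read from the data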
Target sequence (O00487 whole entry, looked up): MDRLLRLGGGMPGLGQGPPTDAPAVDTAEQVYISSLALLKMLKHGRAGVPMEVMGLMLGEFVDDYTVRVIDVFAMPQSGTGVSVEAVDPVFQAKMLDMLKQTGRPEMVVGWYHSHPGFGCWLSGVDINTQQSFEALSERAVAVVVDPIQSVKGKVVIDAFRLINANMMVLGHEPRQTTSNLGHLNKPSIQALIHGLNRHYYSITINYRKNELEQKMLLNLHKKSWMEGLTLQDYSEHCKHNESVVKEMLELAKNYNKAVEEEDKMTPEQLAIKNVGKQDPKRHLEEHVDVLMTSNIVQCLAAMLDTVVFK
FAS-TE inh = blocks the thioesterase domain of human fatty acid synthase; P49327; recombinant FAS-TE, OMFH fluorogenic substrate, fluorescence endpoint; inhibition, % at 15 µM; 360,000 compounds, 0.67% hits; AID 602261;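 active = compounds whose normalised, plate-corrected inhibition of enzyme fluorescence in the single-dose primary screen is 50% or more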;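 also: 0% = DMSO with enzyme and 100% = substrate without enzyme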
Rin1 Abl inh = inhibitors of human Rin1-Abl protein interaction. AID 588664. TR-FRET Rin1/Abl binding, biochemical. 360,000 compounds, 0.4% hits. inhibition, % at 7.35 µM; in the data active = inhibition above about 5%, passing the limit was not always enough
eLon inh = inhibitors of E. coli Lon protease. P0A9M0. purified E. coli Lon protease, fluorescence polarization. inhibition, % at 7.94 µM. 360,000 compounds, 0.42% hits. AID 602123; in the data active = inhibition above about 13%, passing the limit was not always enough;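 also: 0% = enzyme with probe and DMSO and 100% = no enzyme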
PABP1 MLLE inh = inhibitors of microRNA-mediated deadenylation, human PABP1 MLLE binding; P11940; GST-MLLE / FITC-PAM2 fluorescence polarization; inhibition, % at 20 µM; 360,000 compounds, 0.36% hits; in the data active = inhibition above about 35%, passing the limit was not always enough;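 also: plate controls were DMSO wells with GST-MLLE for no effect and wells lacking GST-MLLE protein for full effect; some results filed as inactive read as strong as hits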
Target sequence (P11940 whole entry, looked up): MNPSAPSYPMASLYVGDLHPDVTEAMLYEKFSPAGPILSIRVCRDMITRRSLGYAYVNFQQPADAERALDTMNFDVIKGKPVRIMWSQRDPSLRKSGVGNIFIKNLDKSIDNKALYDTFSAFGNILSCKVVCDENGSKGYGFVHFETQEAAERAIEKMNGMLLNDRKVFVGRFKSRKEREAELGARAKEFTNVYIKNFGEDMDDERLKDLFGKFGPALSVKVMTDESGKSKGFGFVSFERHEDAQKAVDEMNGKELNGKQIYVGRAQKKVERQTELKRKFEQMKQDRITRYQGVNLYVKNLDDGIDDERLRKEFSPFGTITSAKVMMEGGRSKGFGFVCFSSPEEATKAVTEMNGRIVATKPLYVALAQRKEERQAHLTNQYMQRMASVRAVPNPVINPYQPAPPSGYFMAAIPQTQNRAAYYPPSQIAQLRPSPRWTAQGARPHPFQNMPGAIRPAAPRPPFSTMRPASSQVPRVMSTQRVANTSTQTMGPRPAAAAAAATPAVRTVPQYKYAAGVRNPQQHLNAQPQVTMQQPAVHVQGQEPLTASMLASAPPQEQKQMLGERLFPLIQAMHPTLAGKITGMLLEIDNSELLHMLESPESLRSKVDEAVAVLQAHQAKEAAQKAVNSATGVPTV
MsrA act = activates bovine MsrA enzyme; purified bovine MsrA, absorbance read-out; AID 602163; 360,000 compounds, 0.3% hits; activation, % at 10.6 µM; in the data active = activation above about 7.5%;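 also: 0% = vehicle and 100% = reference activator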
MT1-MMP act inh = MT1-MMP (human) activation inhibition. P50281. 360,000 compounds, 0.061% hits. GFP/RFP ratio change, % at 20 µM. AID 651647. HT1080 RFP-PRO-GFP cells, GFP/RFP ratio fluorescence, overnight; percent of plate control window, DMSO zero;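 active = GFP/RFP ratio change of at least 30% with cell ATP level not reduced by more than half and red fluorescence within 50% of control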; also: strong numbers were not always called active
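Material – HT1080 RFP-PRO-GFP cells · Control set – DMSO wells and RFP-L50D-GFP cells · Incubation – overnight cell settling, then overnight compound exposure, 37 °C, 5% CO2 · Compound dosing – single-point 20 µM compound, 1% DMSO · Read-out – GFP/RFP fluorescence ratio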
MsrA inh = inhibits bovine methionine sulfoxide reductase A | purified bovine MsrA, absorbance read-out | 360,000 compounds, 0.75% hits | AID 651718 | inhibition, % at 15.5 µM; in the data active = inhibition above about 4.5%;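 also: 0% = vehicle wells with enzyme and 100% = reference inhibitor wells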
CSN inh = inhibitors of human CSN-mediated cullin deneddylation. Q92905. Purified CSN, SCF-Nedd8-OG deneddylation, fluorescence polarization. inhibition, % at 12.5 µM. 360,000 compounds, 0.38% hits. AID 651999;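 active = pattern-corrected inhibition above about 35%, with an unprinted fluorescence ratio check between 0.5 and 1.5, limit read from the data, passing the limit was not always enough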;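 also: 0% = enzyme with substrate and 100% = substrate without enzyme; some results filed as inactive read as strong as hits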
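Assay system: HEK293T-derived human Csn5 enzyme; quantity: 0.24 nM enzyme; medium: Tris/NaCl/DTT buffer, pH 7.5; also added: substrate SCFSkp2-Nedd8OG, 10 nM; doses: 12.5 µM compound; schedule: 90 min reaction at room temperature; signal: FP; read-out: % inhibition of substrate cleavage by Csn5; benchmarks: substrate-only high control, full reaction low control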
* marks the source's active call; other numbers are inactive results; i = inactive; . = no result given; + = active, no number.

SMILES	Rpn11 inh	FAS-TE inh	Rin1 Abl inh	eLon inh	PABP1 MLLE inh	MsrA act	MT1-MMP act inh	MsrA inh	CSN inh
Cc1ccc2cc(C#N)c(NCCCNC(=O)C3CCCO3)nc2c1 (stereo not given)	i	-3	-3	-10	-2	1	0	-1.1	2
CC(=O)Nc1cccc(NC(=O)CCNC(=O)c2ccc(Cl)cc2)c1	i	-6	2	-10	-7	-2	2	3.0	2
CCC(=O)Nc1nc(C)c(-c2csc(Nc3cccc(O)c3)n2)s1	i	3	2	31	16	-12	-8	2.0	1
CCCCOC(=O)Nc1ccc(S(=O)(=O)Nn2cnnc2)cc1	i	-5	0	-11	-2	-2	-3	-0.8	-1
COc1ccc(C2Nc3ccccc3C(=O)N2Cc2ccccc2)cc1CN1CCOCC1 (stereo not given)	i	7	-5	6	-3	-1	-1	0.0	2
O=C(NCCc1ccccn1)C1CC(=O)N(Cc2ccccc2Cl)C1 (stereo not given)	i	9	-3	-4	5	-2	0	-0.2	0
CC1(C(=O)N/N=C/c2cc3c(cc2Br)OCO3)CC1(Br)Br (stereo not given)	i	15	3	6	16	-6	-6	2.9	-2
CCS(=O)(=O)c1ccc2oc(Nc3cc(Cl)ccc3OC)nc2c1	i	24	0	-5	-5	-2	7	-0.2	-3
Cc1cc(NC(=O)COc2ccc([N+](=O)[O-])cc2)no1	i	1	0	3	-4	0	-1	2.0	6
CCNC(=O)C1(C)CCN(C(=O)CCc2ccccc2)C1 (stereo not given)	i	-7	0	12	-6	-7	0	.	-4
Brc1cccc(OCCCCn2cncn2)c1	i	0	0	0	-1	1	1	1.0	1
CCNC(=O)Cc1ccc(NS(=O)(=O)c2ccc(F)cc2)cc1	i	-7	2	-3	7	-13	-2	-0.8	-2
COc1cccc(C(=O)OCC(=O)Nc2sc3c(c2C(N)=O)CCC3)c1O	i	-2	2	-17	-3	-4	-4	2.1	33
COc1ccc(CNC(=O)N2CCc3nc(Nc4cc(OC)c(OC)c(OC)c4)ncc3C2)cc1	i	-8	-1	-11	-4	-2	12	1.0	1
O=C(Cn1cc(C(F)(F)F)ccc1=O)Nc1ccc2c(c1)OCO2	i	-5	2	8	-18	-1	-2	-0.6	1
COCCC(=O)N1CCC(Oc2ccc(C(=O)NCc3cc(C)n(C)n3)cc2)CC1	i	0	3	-2	-5	-3	2	-0.6	4
CC(C)C(NC(=O)c1ccccc1F)C(=O)Nc1ccc2c(c1)OCO2 (stereo not given)	i	-2	1	10	0	0	1	-0.5	-4
CCC[C@H]1CN(c2ccc(Br)cc2)C(=O)[C@@H]1CC(=O)Nc1ccccc1	i	18	2	-5	-1	-1	-1	1.3	7
CCOc1ccc(C(=O)NCCCn2ccnc2)cc1	i	-9	0	-8	-3	-2	2	1.5	-4
CC(OC(=O)C1CCN(S(=O)(=O)c2ccc(C(C)(C)C)cc2)CC1)C(=O)N1CCOCC1 (stereo not given)	i	-4	-1	12	-43	-4	8	-0.1	0
S=c1[nH]nc(-c2ccc(Br)cc2)n1Cc1ccccc1	i	4	1	1	-23	-3	0	-0.5	-2
Cc1ccccc1S(=O)(=O)N(C)C[C@@H]1OCc2cnnn2CCCC(=O)N([C@H](C)CO)C[C@@H]1C	i	-14	-1	1	6	-11	1	1.5	1
CN(CCO)S(=O)(=O)c1ccc2c(c1)C(=NO)c1cc(S(=O)(=O)N(C)CCO)ccc1-2	i	-63	-3	3	8	-3	-1	0.3	4
O=C(O)C1C2CCC(C2)C1C(=O)N1CCCC1 (stereo not given)	i	-2	-2	1	-8	0	-2	-1.6	4
COc1ccccc1NC(=O)c1cccc(S(=O)(=O)N2CCN(c3ccccc3)CC2)c1	i	50	0	3	1	-5	5	2.5	-3

(further entries)
SMILES	Rpn11 inh	FAS-TE inh	Rin1 Abl inh	eLon inh	PABP1 MLLE inh	MsrA act	MT1-MMP act inh	MsrA inh	CSN inh
COc1ccc(CCC(=O)Nc2ccc(N3CCOCC3)cc2)cc1	i	-5	-4	-8	0	-4	0	-0.1	4
Cc1ccc(-n2ncc3c(NCc4ccco4)ncnc32)cc1C	i	-6	-4	-3	1	-3	1	-0.7	1
Cc1ccc(NC(=S)N2CCC(NC(=O)C3CCCCC3)CC2)cc1C	i	-3	1	2	-102	-1	-2	-0.5	0
N#CCNc1ccc([N+](=O)[O-])cc1C#N	i	3	1	-2	-6	-1	-2	1.2	-1
CC(Nc1ccc2c(c1)OCCO2)C(=O)Nc1ccc2c(c1)OCO2 (stereo not given)	i	-2	2	4	10	-1	-2	-1.0	-6
C1CN(CC2CCN(c3nc4nonc4nc3N3CCSCC3)CC2)CCO1	i	-1	1	-7	13	-2	-5	0.3	-3
COc1ccc(OC)c(NC(=O)C2CC(=O)N(c3ccc(Br)cc3)C2)c1 (stereo not given)	i	2	1	3	21	-8	5	0.2	-6
O=S(=O)(c1ccc(OCC(O)CN2CCc3ccccc3C2)cc1)N1CCOCC1 (stereo not given)	i	-7	-1	-7	1	-11	-3	-0.4	-1
O=c1c(/C=C(\O)c2ccc(F)cc2)nc2ccccc2n1-c1ccccc1	.	-30	3	+	-67	-4	-82	-0.5	12
COc1ccc(-c2csc(/C=C/c3ccc4c(c3)OCO4)n2)cc1OC	i	5	-1	-3	6	-6	3	0.7	-6
O=C1NC(O)(c2ccccc2)Oc2ccccc21 (stereo not given)	i	-7	0	-2	-8	-2	4	0.5	3
CN(C)Cc1ccccc1CNC(=O)c1ccc(Cl)c(S(=O)(=O)NC2CC2)c1	i	-5	-4	-3	1	-1	2	-0.5	-1
CSc1ncccc1C(=O)NCCc1ccccc1	i	4	-1	-8	5	-2	0	-0.1	3
C/C(=N\NC(=O)c1ccc(-n2cnnn2)cc1)c1ccc(C)cc1	i	-4	3	2	6	-1	2	0.0	2
CCOC(=O)c1c(C)[nH]c(C)c1C(=O)COC(=O)c1cccnc1OCC	i	-8	1	-4	1	-1	1	-0.8	1
O=C(CC1Nc2ccccc2NC1=O)Nc1ccccc1 (stereo not given)	i	0	1	-11	-31	-2	-9	.	6
Cc1cnc(C(=O)OCC(=O)NC23CC4CC(CC(C4)C2)C3)cn1	i	-4	-1	-6	-3	-3	1	0.0	1
C=CCNC(=O)N1CCC(n2nccc2NC(=O)CCc2ccccc2)CC1	i	-1	1	-3	11	-2	3	0.9	-2
Cc1ccc(C(=O)Nc2ccc(Cl)cc2C(F)(F)F)c(Cl)c1	i	10	0	1	9	-1	3	0.1	6
CCOC(=O)N1CCN(S(=O)(=O)c2ccc(C)c([N+](=O)[O-])c2)CC1	i	-4	-1	-1	4	-2	2	0.7	-2
CC(C)[C@H](NC(=O)Cc1ccccc1)C(=O)OCc1cc(=O)n2c(n1)sc1ccccc12	i	-12	-4	-23	-15	-1	-2	0.5	12
CCN(CC(=O)N1CCCC1)S(=O)(=O)c1cc(C)ccc1OC	i	-7	-1	2	11	-5	0	-1.4	1
Cc1ccc(CNC(=O)C(=O)NCC2OCCN2S(=O)(=O)c2ccc(C)cc2)cc1 (stereo not given)	i	4	2	-2	7	-7	3	0.5	-1
CCc1nc2ccccc2n1CC1CC1(Cl)Cl (stereo not given)	i	-4	-1	1	-14	-2	-1	0.1	-7
Cn1c(=O)c2c(nc(SCCN3CCCCC3)n2Cc2ccccc2)n(C)c1=O	i	-2	-1	2	-9	2	-5	1.0	-1

Continuation.
SMILES	Rpn11 inh	FAS-TE inh	Rin1 Abl inh	eLon inh	PABP1 MLLE inh	MsrA act	MT1-MMP act inh	MsrA inh	CSN inh
O=C(/C=C/c1ccccc1)N(Cc1cccc(Cl)c1)C1CCS(=O)(=O)C1 (stereo not given)	i	16	-1	-10	1	-8	0	-0.7	-3
Cc1ccccc1-c1cc(C(=O)O)nn1CC1CC(c2cccc([N+](=O)[O-])c2)=NO1 (stereo not given)	i	-2	2	-5	-8	-4	-3	-0.1	8
C=CCN(C(=O)c1csnn1)C(C(=O)NC1CCCCC1)c1ccc(F)cc1 (stereo not given)	i	-5	5	-2	11	-1	-4	1.3	-2
CN(C)/C=C(\C#N)C(=O)Nc1ccc(F)c(Cl)c1	i	-1	-2	2	-4	-3	2	-1.1	-2
COc1ccc(C(C)=O)cc1CSc1nnc(Nc2ccccc2C)s1	i	8	-3	-1	4	-8	0	1.1	-2
CC(C)CNC(=O)COC(=O)c1n[nH]c2ccccc12	i	-4	0	1	-2	3	-3	0.4	-6
Cc1ccc(NC(=O)CCCCCN2C(=O)[C@@H]3Cc4ccccc4CN3C2=O)cc1	i	-4	1	-3	-12	3	-1	-1.1	-1
CCOc1cc(/C=N/NC(N)=S)cc(Br)c1OCc1ccccc1C	i	11	2	-8	7	-4	-14	.	0
Cc1ccc2nc3c(cc2c1)c(C)nn3-c1ccccc1	i	21	-2	1	-8	-1	-8	1.5	2
COc1ccc(C(=O)c2cn[nH]c2-c2cc(Cl)ccc2O)cc1	i	-120	0	2	-7	-14	9	-0.4	12
N/C(=N\OC(=O)c1ccccc1[N+](=O)[O-])c1cccnc1	i	-5	-2	1	2	-4	-4	-0.7	3
COc1ccc(NS(=O)(=O)c2ccc(NC(=O)c3ccc(Br)cc3)cc2)nn1	i	-2	3	-11	1	-3	7	1.2	4
COc1ccc(CCNC(=O)CSc2nc(=O)[nH]c3c2CCC3)cc1OC	i	-5	0	-9	1	-3	1	-0.1	0
Cc1cc(C)c(C#N)c(Sc2nc(C)c([N+](=O)[O-])c(C)c2C#N)n1	i	20	4	1	-9	-9	-3	0.2	4
Cc1ccc(S(=O)(=O)N(C)C)cc1NC(=O)C(C)Sc1ccccc1 (stereo not given)	i	0	3	13	16	5	4	-0.1	0
NS(=O)(=O)c1ccc(NC(=O)COC(=O)c2cc(Cl)ccc2[N+](=O)[O-])cc1	i	1	-1	-7	-4	-1	3	0.5	3
Cc1ccc(Nc2nc(N)nc(CN3CCN(Cc4ccc5c(c4)OCO5)CC3)n2)cc1Cl	i	22	1	0	-1	-1	4	-0.3	-2
Nc1c(C(=O)Nc2ccccc2Cl)nnn1-c1ccc2c(c1)OCCO2	i	-2	-1	-8	-9	-2	2	-0.4	2
COc1ccccc1OCCNC(=O)C(CCSC)NS(=O)(=O)c1ccccc1F (stereo not given)	i	-2	-2	-12	-13	-1	-2	-0.2	3
Cc1cccc(C2=NN(c3ccccc3)[C@@H](C(=O)N3CCOC3=O)[C@@H]2c2ccccc2)c1	i	36	1	-7	-4	0	-2	2.8	-6
Cc1onc(-c2c(F)cccc2Cl)c1C(=O)NC1=NCCS1	i	-2	0	-13	0	-3	-2	-0.1	-2
O=C(CN(C1CCCCC1)S(=O)(=O)c1ccc(Br)cc1)NCc1ccncc1	i	7	-1	2	7	-2	1	0.3	-6

4 entries picked at random from the list so far:
SMILES	Rpn11 inh	FAS-TE inh	Rin1 Abl inh	eLon inh	PABP1 MLLE inh	MsrA act	MT1-MMP act inh	MsrA inh	CSN inh
Cc1ccc(NC(=O)CCCCCN2C(=O)[C@@H]3Cc4ccccc4CN3C2=O)cc1	i	-4	1	-3	-12	3	-1	-1.1	-1
COc1ccccc1OCCNC(=O)C(CCSC)NS(=O)(=O)c1ccccc1F (stereo not given)	i	-2	-2	-12	-13	-1	-2	-0.2	3
NS(=O)(=O)c1ccc(NC(=O)COC(=O)c2cc(Cl)ccc2[N+](=O)[O-])cc1	i	1	-1	-7	-4	-1	3	0.5	3
CC(C)CNC(=O)COC(=O)c1n[nH]c2ccccc12	i	-4	0	1	-2	3	-3	0.4	-6
